Cardiac RTF inh – cardiac RTF calcium desensitization. P19429+P45379. IANBD-labeled cardiac RTF, Ca2+ fluorescence. inhibition, % at 7.15 µM. hit rate 0.12% among 340,000. AID 493244;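 active = inhibition above the mean inhibition of all tested compounds plus 3 SD, cut at about 17% in these data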;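 note: assay run at fixed EC70 calcium of 1.6 mM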
CDK5 p35 inh – inhibitors of human CDK5/p35 kinase; Q00535+Q15078; Recombinant CDK5/p35, ADP-Glo luminescence, 60 min; inhibition, % at 10 µM; hit rate 0.01% among 330,000; AID 488839;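 active = highest replicate inhibition of at least 50% and at least 75% of replicates reaching 50%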;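 note: plate controls were DMSO neutral control for no effect and GW8510 at 10 µM for full effect; many of its hits are not listed in these tables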
Target sequence (Q00535 whole entry, looked up): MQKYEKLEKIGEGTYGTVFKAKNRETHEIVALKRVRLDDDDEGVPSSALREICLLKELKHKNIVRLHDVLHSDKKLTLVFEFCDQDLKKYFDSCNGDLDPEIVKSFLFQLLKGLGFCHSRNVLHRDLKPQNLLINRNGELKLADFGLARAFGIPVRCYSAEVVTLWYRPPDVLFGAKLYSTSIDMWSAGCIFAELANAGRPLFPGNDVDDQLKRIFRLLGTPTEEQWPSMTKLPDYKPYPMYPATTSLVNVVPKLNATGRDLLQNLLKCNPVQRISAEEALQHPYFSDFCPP
Target sequence (Q15078 whole entry, looked up): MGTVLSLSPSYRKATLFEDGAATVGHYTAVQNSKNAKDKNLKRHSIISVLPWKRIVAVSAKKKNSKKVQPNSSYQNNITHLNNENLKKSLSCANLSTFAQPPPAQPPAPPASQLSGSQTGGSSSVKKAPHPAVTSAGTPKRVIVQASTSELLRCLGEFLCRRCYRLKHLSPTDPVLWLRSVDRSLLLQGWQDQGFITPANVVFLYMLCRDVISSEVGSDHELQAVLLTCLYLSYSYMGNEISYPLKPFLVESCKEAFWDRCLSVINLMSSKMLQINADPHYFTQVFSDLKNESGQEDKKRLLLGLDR
cardiac RTF act – cardiac RTF calcium sensitization | IANBD-labeled TnC RTF fluorescence at EC20 calcium; 0% EC20 calcium, 100% full calcium | activation, % at 7.2 µM | hit rate 0.24% among 340,000;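 active = activation above the mean over all tested compounds plus 3 SD, cut at about 30% in these data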;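 note: rise in fluorescence read as greater calcium sensitivity of cardiac thin filaments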
PvdQ inh – P. aeruginosa PvdQ acylase inhibition; purified PvdQ acylase, fluorescence plate reader; inhibition, % at 10 µM; hit rate 0.063% among 340,000; AID 488965; in the data active = inhibition above about 30%, passing the limit was not always enough;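 note: 0% = vehicle neutral wells and 100% = reference inhibitor wells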
NSD2 HMT inh – blocks human histone methyltransferase NSD2; inhibition, % at 12.5 µM; hit rate 0.54% among 310,000; O96028; NSD2 peptide methylation, AlphaScreen, 120 min; in the data active = inhibition above about 50%
dFosB activator – enhances mouse delta FosB homodimer DNA binding | purified delta FosB, TAMRA-CDK5 oligo fluorescence polarization; percent of positive-control signal above neutral wells | activation, % at 25 µM | hit rate 0.99% among 340,000 | P13346;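 active = mean activation above about 17%, with every replicate also reaching it, limit read from the data, passing the limit was not always enough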;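 note: fluorescence polarization rise as delta FosB binds a TAMRA Cdk5 AP-1 oligo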
Mot1-301 SUMO – blocks SUMOylation pathway, rescuing yeast Mot1-301 growth; S. cerevisiae Mot1-301 growth rescue, ATP luminescence, 38.5C; percent above DMSO median, 100 means doubled; hit rate 1% among 320,000; growth rescue, % at 18.8 µM;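 active = every valid replicate shows activation above 250% relative to neutral control wells; inactive = the rest, any valid replicate at or below 250%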;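 note: OY570 slx delta 5 strain wells were the positive control but not used for scaling; some compounds called inactive have numbers as strong as hits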
Keap1-Nrf2 PPI – Keap1-Nrf2 (human) interaction inhibition; Keap1 Kelch-Nrf2 peptide fluorescence polarization, 1536-well; inhibition, % at 9.4 µM; hit rate 0.15% among 340,000; AID 504523; in the data active = inhibition above about 12%;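 note: human Keap1 Kelch domain with fluorescein labeled Nrf2 9mer peptide probe; 0% = neutral control wells and 100% = peptide positive control; higher means more block of Keap1 binding to Nrf2 peptide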
Rtt109 Vps75 – C. albicans Rtt109 histone acetyltransferase inhibition | inhibition, % at 34.9 µM | hit rate 0.16% among 330,000 | AID 540336 | Q5AAJ8 | purified Rtt109/Vps75, ThioGlo CoA-SH fluorescence, 4 h;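 active = inhibition of at least 50% in every replicate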
Target sequence (Q5AAJ8 whole entry, looked up): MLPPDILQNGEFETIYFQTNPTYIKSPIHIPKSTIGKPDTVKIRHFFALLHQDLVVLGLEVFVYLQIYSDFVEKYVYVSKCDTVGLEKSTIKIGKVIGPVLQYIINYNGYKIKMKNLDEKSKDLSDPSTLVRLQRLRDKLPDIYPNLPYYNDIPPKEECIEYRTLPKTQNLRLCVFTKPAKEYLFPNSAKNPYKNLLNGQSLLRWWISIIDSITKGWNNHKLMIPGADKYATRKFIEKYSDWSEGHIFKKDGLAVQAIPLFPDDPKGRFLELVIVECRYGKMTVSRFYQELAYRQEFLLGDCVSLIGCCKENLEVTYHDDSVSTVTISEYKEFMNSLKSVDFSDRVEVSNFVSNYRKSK
PfHsp90 yeast 2 – growth inhibition of yeast expressing Plasmodium Hsp90. S. cerevisiae expressing PfHsp90, BacTiter-Glo ATP, 48 h; yeast lacking PDR1 and PDR3 efflux regulators. inhibition, % at 9.4 µM. hit rate 0.32% among 310,000;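 active = every replicate shows inhibition above about 80%, whatever the replicate mean, limit read from the data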;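 note: 0% = DMSO neutral controls and 100% = 20 µM radicicol positive controls; yeast relying on Plasmodium falciparum Hsp90 in place of its own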
C-LANA FP – inhibitors of KSHV LANA C-terminal domain DNA binding; MBP-C-LANA/FAM-LBS DNA binding, fluorescence polarization; inhibition, % at 9 µM; hit rate 0.078% among 340,000; AID 504423;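 active = highest replicate inhibition at or above 60% at 9 µM, even if other replicates fall short; inactive = all replicates below 60% inhibition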;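 note: 0% = neutral control wells and 100% = 4 µM acridine orange control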
Active calls of the source: *; · = not tested or not shown.

SMILES | Cardiac RTF inh | CDK5 p35 inh | cardiac RTF act | PvdQ inh | NSD2 HMT inh | dFosB activator | Mot1-301 SUMO | Keap1-Nrf2 PPI | Rtt109 Vps75 | PfHsp90 yeast 2 | C-LANA FP
O=C(O)c1cc([N+](=O)[O-])ccc1NCCO | -14.9 | -0.2 | -2.7 | 1.4 | 4.1 | 2.7 | -7.7 | -1.3 | 6.7 | -0.3 | 0.6
Nc1no[n+]([O-])c1-c1ccccc1 | 2.7 | 0.5 | 1.9 | -11.3 | -1.7 | -6.4 | 302.8 | -3.1 | 0.5 | -30.0 | 0.2
CC1SC(=S)N(c2ccc(N(C)C)cc2)C1=O (centres undefined) | -4.4 | -0.1 | -2.7 | -22.9 | 11.1 | -7.3 | 5.3 | -2.0 | -8.3 | 25.1 | 0.5
CC(=O)Nc1ccc(C=C(C(C)=O)C(C)=O)cc1 | 1.8 | -0.1 | 7.1 | 1.1 | 4.5 | 6.6 | 16.4 | -2.8 | -2.0 | 3.1 | 22.1
CCN(CC)CCNC(=O)c1ccc2c(c1)ncn2C1CCCCC1 | -8.0 | -0.3 | -2.1 | -14.1 | 21.2 | -2.3 | · | -0.4 | -7.7 | -15.1 | -1.4
COc1ccc(N2CCN(C(=O)COc3ccc4c(C)c(C)c(=O)oc4c3C)CC2)cc1 | 4.2 | 1.1 | -1.1 | -8.5 | · | -4.7 | -0.1 | 5.5 | 0.8 | 2.0 | 0.9
COc1ccc(OC)c(NC(=O)c2cc3ccccc3o2)c1 | -0.7 | -0.2 | -4.8 | 3.0 | -2.5 | -1.5 | 104.5 | 1.4 | -1.2 | -0.9 | 0.6
OCCC1CN(Cc2ccc3nsnc3c2)CCN1CCc1ccccc1 (centres undefined) | -2.1 | -0.7 | -2.1 | -0.2 | 3.7 | 5.3 | 21.7 | -2.5 | 9.8 | -2.9 | -0.2
O=C(c1ccco1)N1CCN(C(=O)C2(S(=O)(=O)c3ccc(Cl)cc3)CC2)CC1 | -6.9 | -2.2 | 9.1 | -9.7 | · | -2.5 | -0.2 | -6.0 | -2.5 | 21.7 | 0.0
O=C(COC(=O)c1cccc(Cl)c1Cl)NCc1cccs1 | 1.4 | -1.5 | -0.2 | -13.1 | -1.1 | -0.8 | 6.9 | -4.2 | 1.3 | -23.3 | -1.2
CCCCNC(=O)CSc1nc2ccccc2c(=O)n1CC1COc2ccccc2O1 (centres undefined) | -4.1 | 1.0 | 0.3 | 12.5 | 8.3 | -0.9 | 5.8 | -2.0 | -5.8 | 18.4 | 0.8
Cc1sc2c(c1C)c(=O)n(-c1ccccc1)c1nncn21 | 4.1 | 0.3 | -0.2 | -4.9 | 2.8 | -4.3 | -6.2 | -0.8 | -7.3 | -9.8 | -1.1
O=C(CSc1nnnn1Cc1ccccc1)Nc1cccc(F)c1 | 4.3 | -2.1 | -4.8 | -8.7 | -0.7 | -4.3 | -7.9 | -0.2 | 1.8 | -8.4 | 1.5
O=C(CCN1C(=O)C2C3CC(C(Br)C3Br)C2C1=O)OCC(=O)c1cccc([N+](=O)[O-])c1 (centres undefined) | -17.8 | -1.0 | -1.8 | -3.2 | 2.6 | -6.7 | -7.9 | -5.1 | -2.6 | 16.4 | 3.7
COC(=O)c1c(NC(=O)COC(=O)c2ccccn2)sc(C)c1C | -20.1 | 0.6 | -7.7 | 3.5 | -1.4 | 2.1 | -2.6 | 0.3 | 5.2 | 9.6 | -0.3
CCOc1nc(-c2ccccc2)ccc1-c1noc(COc2ccccc2)n1 | -8.9 | 0.7 | 2.6 | -13.7 | -2.9 | 0.1 | -6.2 | -3.1 | -2.8 | -18.7 | -3.6
O=c1/c(=C/c2ccccn2)sc2nc3ccccc3n12 | -7.5 | 1.1 | 1.9 | -3.0 | -0.1 | -4.9 | -15.0 | 3.6 | -0.4 | 1.3 | 6.3
COc1ccc(C)cc1S(=O)(=O)Nc1cccc(Cl)c1 | -3.5 | -0.3 | -6.0 | -1.7 | 0.6 | -6.1 | 1.2 | -5.8 | 7.8 | 3.8 | 0.5
COc1ccc(-c2nc3c(c(SCC(=O)N4CCOCC4)n2)Cc2c(CO)cnc(C)c2O3)cc1 | 0.8 | -2.7 | 1.5 | -2.9 | 35.3 | -12.8 | 380.1* | -2.0 | 6.5 | -11.0 | -0.7
COc1ccc(NC(=O)CNC(=O)C23CC4CC(CC(C4)C2)C3)c(OC)c1 | -12.0 | -3.4 | 0.0 | -5.1 | -3.8 | -1.2 | -28.1 | 1.6 | 5.1 | 15.9 | 2.9
CCOc1ccc(NC(=O)C(=O)NCCN2CCN(S(=O)(=O)c3ccc(C)cc3)CC2)cc1 | -10.9 | 2.1 | -3.0 | 2.8 | -2.0 | 2.2 | 132.7 | 4.9 | 4.4 | -9.0 | -3.0
CCC(c1nnnn1C1CCCC1)N1CCN(c2ccccc2F)CC1 (centres undefined) | -2.9 | -0.4 | 0.3 | -13.3 | 1.1 | -7.8 | -19.1 | -6.8 | -5.0 | 9.0 | -0.7
COc1ccc(Oc2nnc(-c3ccc(C)cc3)c3ccccc23)cc1 | -1.5 | 0.4 | 4.0 | -1.6 | · | -2.1 | 41.8 | -2.0 | -4.8 | 0.9 | 0.8
O=C(NCc1cccnc1)c1c[nH]c2cc3c(cc2c1=O)OCCO3 | -1.3 | -1.2 | 8.0 | -5.8 | · | -24.0 | -11.4 | -3.2 | 11.8 | · | -1.4
Cn1c(=O)[nH]c2sc3c(c2c1=O)CC(C)(C)OC3 | -9.4 | 0.3 | 0.7 | -7.2 | 3.5 | -0.6 | -8.5 | -5.3 | -10.8 | -31.7 | 0.4
More results follow.
SMILES | Cardiac RTF inh | CDK5 p35 inh | cardiac RTF act | PvdQ inh | NSD2 HMT inh | dFosB activator | Mot1-301 SUMO | Keap1-Nrf2 PPI | Rtt109 Vps75 | PfHsp90 yeast 2 | C-LANA FP
O=C(CCc1nc2ccccc2c(=O)[nH]1)NCC(=O)Nc1ccc(F)c(F)c1 | -1.9 | -0.9 | -8.2 | -4.5 | -0.1 | 4.7 | 16.1 | -2.3 | -10.8 | -2.5 | -0.5
CCc1ccc(CNC(=O)CCCC(=O)n2nc(C)c3ccccc32)cc1 | 2.6 | 2.5 | -1.7 | 12.5 | -4.5 | 3.0 | 7.5 | -1.2 | 10.8 | 7.4 | -0.6
COc1cc(Cl)c(C)cc1NC(=O)COC(=O)/C=C/c1c(C)nn(C2CCS(=O)(=O)C2)c1Cl (centres undefined) | -21.6 | 0.4 | 4.6 | -17.9 | -3.8 | -7.0 | -5.5 | -2.6 | 4.5 | -4.8 | -1.4
CC(C)C[C@@H](COc1ccccc1)N1CCN(CCc2ccccc2)CCC1=O | -6.6 | -0.6 | -1.7 | -8.1 | · | -13.5 | 4.4 | -3.0 | 9.2 | · | 1.5
CN1CCc2c(sc(NC(=O)c3ccc(C(=O)c4ccccc4)cc3)c2C(N)=O)C1 | -3.8 | -0.3 | -7.1 | 8.0 | 2.0 | -6.4 | 194.7 | -2.2 | -10.5 | -18.2 | 1.3
O=S(=O)(c1cc(Cl)cc(Cl)c1)N1CCC2CC1c1cc(Cl)ccc12 (centres undefined) | -5.8 | -0.8 | -3.6 | -14.9 | · | -5.7 | · | -1.6 | 2.0 | -19.0 | -1.3
CC(C)(C)C(=O)Nc1sc2c(c1-c1nc3ccccc3[nH]1)CCCC2 | -2.7 | 0.6 | -1.2 | 4.0 | -1.1 | -1.2 | -1.5 | -1.7 | -2.3 | 0.8 | 6.9
Cc1cccc(NC(=O)COC(=O)c2cccs2)c1C | -11.7 | 0.3 | -6.1 | -1.6 | -4.8 | 1.5 | 4.5 | -2.7 | -7.1 | 15.8 | 0.7
Cc1cc(/C=C2\C(=N)N3N=C(S(C)(=O)=O)SC3=NC2=O)c(C)n1Cc1ccccc1 | -11.9 | 1.3 | -5.5 | 3.2 | · | -10.9 | 0.3 | 0.3 | 24.0 | -14.8 | 1.9
CC(C)(C)c1nn(-c2ccccc2)c2nc(Cl)c(C=O)cc12 | 2.1 | -4.1 | 0.5 | -5.4 | -0.6 | 0.4 | 6.2 | -3.6 | -8.9 | 36.9 | -0.2
O=C(CN1C(=O)NC2(CCCC2)C1=O)Nc1nc(-c2ccc(F)cc2)cs1 | -6.0 | -1.3 | -0.2 | -5.8 | 4.6 | 0.4 | -11.5 | 5.4 | -4.2 | · | -4.0
CC(=O)c1cc(Cc2csc(C(C)=O)c2)cs1 | -2.7 | -0.6 | 4.0 | 5.0 | -2.8 | -8.7 | 11.8 | -1.6 | -1.8 | 11.9 | -0.3
O=C(c1ccccc1)N(Cc1ccccc1)c1ccccn1 | -4.0 | -1.8 | 1.0 | -12.8 | 17.7 | -12.9 | 60.0 | -1.1 | 6.9 | -13.4 | -2.0
CCOC(=O)C1CCN(C(=O)C(C)Sc2nnc3ccccn23)CC1 (centres undefined) | -11.7 | 0.9 | -1.5 | -4.9 | -2.1 | -2.1 | -7.5 | -2.2 | -5.0 | 15.0 | -1.2
O=C(CNC(=O)c1ccccc1F)OCCCOC(=O)CNC(=O)c1ccccc1F | -6.7 | 1.6 | -2.3 | -0.6 | -3.8 | 2.2 | 4.2 | 2.8 | -5.0 | · | -0.9
CS(=O)(=O)Nc1ccc(C2=NN(C(=O)c3ccco3)C(c3ccc(F)cc3)C2)cc1 (centres undefined) | -7.6 | -1.5 | -1.4 | -0.5 | -5.5 | -16.4 | 113.9 | -2.9 | 9.1 | -11.1 | -0.5
CSC1=C(C#N)C(=O)NC(c2ccccc2O)S1 (centres undefined) | -2.9 | 0.3 | 7.1 | -10.9 | 18.0 | -6.6 | 248.2 | -4.2 | 2.0 | -10.8 | 1.5
O=C(O)c1cc2n(n1)C(C(F)(F)F)CC(c1ccco1)N2 (centres undefined) | -15.5 | 0.7 | -3.8 | -18.2 | -1.5 | 2.3 | 5.9 | -2.9 | -2.2 | 8.1 | -0.6
CCOc1cccc(NC(=O)C2CC(=O)N(C)C(=Nc3cccc(F)c3)S2)c1 (centres undefined) | -3.6 | -0.8 | -4.2 | -14.2 | 0.6 | -20.8 | -4.5 | -1.4 | · | -43.4 | 0.7
COC(=O)c1ccc2c(=O)n(-c3ccccc3F)c(=S)[nH]c2c1 | -4.8 | 0.3 | 1.2 | -4.7 | · | 12.9 | · | -1.0 | 3.1 | -16.6 | -24.4
O=C(CN1CCN(S(=O)(=O)c2ccccc2F)CC1)Nc1ccccc1C(=O)c1ccccc1 | -15.5 | -0.7 | 10.4 | -7.9 | -0.3 | -17.0 | 2.4 | -0.9 | · | -3.6 | -0.3
C=CCO/N=C/C1=C(O)C(C(=O)OC)C(C)(C)CC1=O (centres undefined) | -7.8 | 0.1 | -0.3 | 2.9 | -4.0 | 2.5 | 35.5 | 0.7 | -4.2 | -12.0 | 2.0
